AMA1 RON2 block = AMA1-RON2 (P. falciparum) interaction inhibition; AlphaScreen AMA1-biotinylated RON2 peptide binding; Potency, µM (doses to about 58.2 µM), for inactives: at the top dose activity change, negative = inhibition, most hits filed as inhibitors; 360,000 tested, 0.2% active; AID 720542;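 also: potency is read from the fitted curve at half-maximal effect; 0% = vehicle wells and -100% = peptide control; nearly all actives have a fitted effect of over 45% in size; some results filed as inactive show a strong effect at the top dose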
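AMA1 (3D7) with his tag at 25 nM final met compounds first, then biotinylated RON2 peptide at 25 nM; detection used donor plus acceptor beads, 10 µg/mL apiece, read by AlphaScreen after 30 min at room temperature.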
Tb PYK inh = T. brucei pyruvate kinase inhibition | TbPYK enzyme, Kinase-Glo Plus ATP luminescence, 45 min | Potency, µM (series often up to 76.8 µM), without a hit: top-dose activity, negative = inhibition, usual class: inhibitors | 410,000 tested, 0.12% active | AID 624173; also: potency is read from the fitted curve at half-maximal effect; nearly all actives have a fitted effect of over 50% in size
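Assay buffer: 50 mM TEA pH 7.2, 100 mM KCl, 10 mM MgCl2, 0.05% BSA, 0.01% Tween-20. Pyruvate kinase from T. brucei plus substrate met compound, then ADP (130 uM final). Luminescence was read post 45 min RT.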
AmpC inh detg = inhibitors of E. coli AmpC beta-lactamase with detergent. Potency, µM (doses to about 114 µM), for the others: top-dose activity change, negative = inhibition, hits mostly inhibitors. 370,000 tested, 0.041% active. AmpC hydrolysis of nitrocefin, absorbance 480 nm, 0.01% Triton;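 also: potency is read from the fitted curve at half-maximal effect; 0% = no-compound wells and -100% = no-enzyme wells; nearly all actives have a fitted effect of over 25% in size; some results filed as inactive show a strong effect at the top dose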
Target sequence (P00811 whole entry, looked up): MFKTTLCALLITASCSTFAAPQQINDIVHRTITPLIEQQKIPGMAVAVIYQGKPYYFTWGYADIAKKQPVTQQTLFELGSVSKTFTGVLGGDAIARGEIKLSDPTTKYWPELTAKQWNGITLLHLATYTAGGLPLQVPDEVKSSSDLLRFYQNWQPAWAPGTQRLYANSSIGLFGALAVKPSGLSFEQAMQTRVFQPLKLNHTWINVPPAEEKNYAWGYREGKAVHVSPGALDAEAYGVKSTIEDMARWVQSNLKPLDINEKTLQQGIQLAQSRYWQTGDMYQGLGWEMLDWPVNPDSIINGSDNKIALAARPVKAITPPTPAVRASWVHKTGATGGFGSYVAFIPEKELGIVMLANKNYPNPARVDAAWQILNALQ
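AmpC (5.3 nM in the dispensed reagent) in 20 mM phosphate pH 7.0 with 0.01% (detergent screen) or 0.0001% Triton X-100 was preincubated with compounds for 15 min at room temperature. Nitrocefin was then added from an 800 uM solution, and hydrolysis was followed at 480 nm.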
HCMV inh = inhibitors of human cytomegalovirus | HFF cells, HCMV-luciferase reporter, 72 h; stronger effect = lower value | AID 1259415 | activity change, negative = inhibition, % at 57.5 µM | 410,000 tested, 4.5% active; in the data active = activity change below about -60%; inconclusive = no clear call, values can overlap the other calls; inactive = above about -39%
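Steps: HFFs plated, 16 h 37C; compounds added; HCMV-luciferase added to MOI 1 PFU/cell; 72 h 37C; OneGlo reagent, 5 min room temperature; luminescence read, normalized to controls.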
AmpC no deterg = inhibitors of E. coli AmpC beta-lactamase without detergent. 330,000 tested, 0.52% active. Potency, µM (doses to about 57.1 µM), without a hit: top-dose activity change, negative = inhibition, hits mostly inhibitors. P00811. AmpC nitrocefin hydrolysis, absorbance 480 nm, 0.0001% Triton;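 also: potency is read from the fitted curve at half-maximal effect; plate controls were no compound for no effect and no enzyme for full effect; nearly all actives have a fitted effect of over 20% in size; some results filed as inactive show a strong effect at the top dose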
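AmpC (5.3 nM in the dispensed reagent) in 20 mM phosphate pH 7.0 with 0.01% (detergent screen) or 0.0001% Triton X-100 was preincubated with compounds for 15 min at room temperature. Nitrocefin was then added from an 800 uM solution, and hydrolysis was followed at 480 nm.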
LmPK inh = blocks Leishmania mexicana pyruvate kinase activity. Q27686. purified LmPK, Kinase-Glo ATP luminescence, 1 h. Potency, µM (doses to about 57.5 µM), for the others: top-dose activity change, negative = inhibition, most hits filed as inhibitors. 290,000 tested, 0.37% active. AID 1721; also: potency is read from the fitted curve at half-maximal effect
Target sequence (Q27686 whole entry, looked up): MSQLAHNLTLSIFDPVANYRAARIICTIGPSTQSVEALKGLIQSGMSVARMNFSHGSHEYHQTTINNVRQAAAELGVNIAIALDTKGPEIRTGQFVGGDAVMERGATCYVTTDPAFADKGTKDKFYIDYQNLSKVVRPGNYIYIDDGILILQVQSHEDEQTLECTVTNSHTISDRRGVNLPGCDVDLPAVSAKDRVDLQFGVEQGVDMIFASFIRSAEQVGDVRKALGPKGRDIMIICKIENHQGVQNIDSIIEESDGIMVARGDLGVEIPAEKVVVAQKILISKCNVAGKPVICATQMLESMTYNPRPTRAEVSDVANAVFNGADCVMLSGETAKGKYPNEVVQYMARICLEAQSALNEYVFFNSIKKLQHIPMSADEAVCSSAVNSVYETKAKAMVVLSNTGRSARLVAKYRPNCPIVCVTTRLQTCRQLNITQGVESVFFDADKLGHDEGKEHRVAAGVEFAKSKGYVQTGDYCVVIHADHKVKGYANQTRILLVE
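In 50 mM imidazole pH 7.2 with 7 mM MgCl2, LmPK (0.1 nM) turned over PEP (0.5 mM) and ADP (0.1 mM) for 1 h at room temperature. Luciferase read-out of ATP.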
HCV inh = blocks hepatitis C virus; AID 651820; 340,000 tested, 3.4% active; Huh7.5.1 HCVcc-Cre infection, luciferase reporter, 44 h; Potency, µM (doses to about 41.8 µM), without a hit: top-dose activity change, negative = inhibition, most hits filed as inhibitors; also: potency is read from the fitted curve at half-maximal effect
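After 44 h co-culture of compound, cells and HCVcc-Cre (~0.5 moi), substrate is added for 15 min at room temperature and luciferase measured over 15 sec. Cells were seeded at 1,000/well and pre-cultured 4 h.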
* hit, by the source's call; ? = inconclusive; . = no result given; [ ] = remark or other dose. Unless noted, calls follow the shape of the dose curve; as a rule, active = well fitted curve in the direction sought with a large enough effect; inconclusive = small, poorly fitted or top-dose-only effect, or another doubt; inactive = no such curve, though single readings can be large; an effect the other way counts as inactive or inconclusive. Unless noted, % is scaled to controls: 0 for no effect and ±100 for the full control effect.

1	O=C(Cn1ccc(C(F)(F)F)n1)NNC(=O)c1ccco1
2	O=C(CS(=O)(=O)Cc1ccccc1)NCc1ccc2c(c1)OCO2
3	Cc1ccc(C2(c3noc(CN(C)CC4CCCCO4)n3)CCCC2)cc1 (configuration not stated)
4	CCOc1ccc(NC(=O)CC2C(=O)OCCN2CC)cc1 (configuration not stated)
5	O=C(Nc1ccccc1)O/N=C/c1ccc(F)cc1
6	O=C(O)c1ccccc1C(=O)N1CCN(c2cccc(Cl)c2)CC1
7	COc1ccc(S(=O)(=O)N2CCCCC2c2cc(C(=O)N3CCOCC3)no2)cc1 (configuration not stated)
8	O=S(=O)(Nc1ccc(-c2csc(-c3ccccc3)n2)cc1)c1ccccc1
screen / no.,1,2,3,4,5,6,7,8
AMA1 RON2 block,-1%,-15%,-3%,.,20%,0%,-10%,-14%
Tb PYK inh,1%,-9%,4%,-7%,0%,1%,0%,-8%
AmpC inh detg,-7%,0%,-3%,-2%,?,-10%,.,?
HCMV inh,-11,-5,-6,18,54,-8,0,-17
AmpC no deterg,-3%,-33%,213%[activator],.,-24%,-20%,.,-32%
LmPK inh,.,5%,-4%,.,-5%,4%,.,0%
HCV inh,2%,-1%,?,.,0%,7%,.,?

9	COc1ccc(-c2ccc(-c3noc(C4CCCCC4)n3)c(OC)n2)cc1
10	Cc1ccc(N(CC(=O)N/N=C/c2ccco2)S(=O)(=O)c2ccccc2)cc1
11	CN1C(=O)N(c2ccc(Cl)cc2)C(C)(O)CC1(C)C (configuration not stated)
12	CSCCC(c1nnnn1Cc1ccccc1)N1CCC2(CC1)C(=O)NCN2c1ccccc1 (configuration not stated)
13	Cc1[nH]n(-c2ccccc2)c(=O)c1/C=N/NC(=O)c1ccccc1F
14	CN(C)/C(Cn1cncn1)=C1/N=C(c2c(F)cccc2F)OC1=O
15	COc1cc(C(=O)OCC(=O)N2CCCC2=O)cc(OC)c1C
16	CC(=O)Nc1ccc(S(=O)(=O)Nc2ccc(-n3cnnn3)cc2)cc1
screen / no.,9,10,11,12,13,14,15,16
AMA1 RON2 block,8%,8%,49%[activator],-22%,88%[activator],-4%,4%,-4%
Tb PYK inh,2%,0%,3%,-11%,-13%,-2%,0%,0%
AmpC inh detg,-7%,3%,-9%,.,-10%,2%,.,?
HCMV inh,-10,?,-25,-6,-94*,-5,-23,-3
AmpC no deterg,-31%,-31%,1%,.,-16%,-10%,28%,-23%
LmPK inh,0%,0%,9%,.,-4%,-2%,.,.
HCV inh,-13%,12%,8%,.,?,11%,9%,-18%

Some entries already given with just HCV inh, AMA1 RON2 block and HCMV inh.
item	SMILES	HCV inh	AMA1 RON2 block	HCMV inh
16	CC(=O)Nc1ccc(S(=O)(=O)Nc2ccc(-n3cnnn3)cc2)cc1	-18%	-4%	-3
10	Cc1ccc(N(CC(=O)N/N=C/c2ccco2)S(=O)(=O)c2ccccc2)cc1	12%	8%	?
9	COc1ccc(-c2ccc(-c3noc(C4CCCCC4)n3)c(OC)n2)cc1	-13%	8%	-10
15	COc1cc(C(=O)OCC(=O)N2CCCC2=O)cc(OC)c1C	9%	4%	-23

(further entries)
17	CCC(C)Nc1nc(N)c([N+](=O)[O-])c(NC2CCCCC2)n1 (configuration not stated)
18	C=CCn1c(=O)c2c(nc3n2CC(C)CN3c2cccc(OC)c2)n(C)c1=O (configuration not stated)
19	Cc1ccc(S(=O)(=O)N2CCSC2C(=O)O)cc1 (configuration not stated)
20	CCOc1ccc(NC(=O)COC(=O)c2cc(S(=O)(=O)N3CCCC3)ccc2C)cc1
21	Cc1ccc(C(=O)Nc2ccc(Cl)cc2C)c(Cl)c1
22	Cc1oc(-c2ccc(Cl)cc2)nc1CN1CCC(C(=O)NCc2cccs2)CC1
23	CCOC(=O)N/N=C(\C)c1ccc(C)o1
24	O=C(CSCc1cnn(-c2ccccc2)c1-n1cccc1)Nc1ccc(F)cc1F
screen / no.,17,18,19,20,21,22,23,24
AMA1 RON2 block,-2%,1%,-16%,-6%,-5%,5%,-9%,.
Tb PYK inh,-8%,-8%,-20%,3%,2%,8%,-20%,-2%
AmpC inh detg,6%,-11%,?,1%,-15%,-11%,-1%,1%
HCMV inh,113,-25,53,6,9,-9,-25,?
AmpC no deterg,-22%,-8%,-15%,-15%,-21%,2%,-5%,.
LmPK inh,-3%,12%,3%,.,4%,-1%,4%,.
HCV inh,?,-8%,?,?,-21%,?,2%,.

25	CSCC[C@H](NC(=O)N1CCn2c1nc1ccccc12)C(=O)NCc1ccc2c(c1)OCO2
26	CC(C)Cc1cc(C(=O)O)c2ccccc2n1
27	Cc1c(N(C)C(=O)COc2ccc3ccccc3c2)c(=O)n(-c2ccccc2)n1C
28	CCOc1ccc(NC(=O)c2oc3ccccc3c2NC(=O)C(C)(C)C)cc1
29	CCCn1c(SCC(=O)N2c3ccccc3CC2C)n[nH]c1=O (configuration not stated)
30	Cc1ccccc1OCCNC(=S)Nc1ccccc1
31	O=C(Nc1ccc2c(c1)OCO2)C1CCCN1C(=O)Nc1cccc(F)c1 (configuration not stated)
32	CCCSC1=NN2CCCC(=O)N=C2S1
screen / no.,25,26,27,28,29,30,31,32
AMA1 RON2 block,66%[activator],-3%,-7%,.,9%,26%,13%,-11%
Tb PYK inh,-8%,1%,-20%,-7%,3%,0%,1%,-4%
AmpC inh detg,-1%,.,7%,2%,-3%,-5%,?,4%
HCMV inh,-13,4,5,-20,-8,-30,5,47
AmpC no deterg,85%[activator],.,70%[activator],.,-10%,-30%,-12%,-7%
LmPK inh,0%,.,6%,.,.,-1%,4%,-6%
HCV inh,-4%,3%,-15%,.,9%,?,17%,4%

33	COc1ccc(C2C(C#N)=C(N)Oc3n[nH]c(C)c32)cc1Cn1cc([N+](=O)[O-])cn1 (configuration not stated)
34	O=S(=O)(CCc1ccncc1)Cc1ccc2c3c(cccc13)CC2
35	COCCCNC(=O)c1ccc2nc3ccccc3c(=O)n2c1
36	CC(=O)Oc1cccc(C(=O)Nc2ccccc2NC(=O)c2cccc(OC(C)=O)c2)c1
37	C=CCOc1ccc(/C(CC)=N/O)cc1OC
38	COCC(=O)NNC(=O)Cc1ccc(Cl)cc1
39	COCCNC(=O)Cn1cc(C(=O)c2cccs2)c2ccccc21
40	CCOC(=O)c1ccc(NC(=O)CCn2cnnn2)cc1
screen / no.,33,34,35,36,37,38,39,40
AMA1 RON2 block,8%,16%,32%[activator],3%,9%,62%[activator],3%,.
Tb PYK inh,3%,-1%,1%,8%,5%,0%,-1%,-2%
AmpC inh detg,-8%,8%,0%,-3%,-8%,5%,.,1%
HCMV inh,59,12,11,-9,12,-28,-6,20
AmpC no deterg,-37%,-4%,-12%,-4%,-13%,3%,.,.
LmPK inh,-3%,3%,-3%,0%,-5%,-5%,.,.
HCV inh,0%,-24%,14%,-11%,-1%,11%,12%,.

41	O=C(NCCc1ccccc1)C1CCCN(c2nc3ccccc3s2)C1 (configuration not stated)
42	Cc1ccc(S(=O)(=O)N[C@@H](CC(C)C)C(=O)NCc2ccco2)cc1
43	COc1cccc(NC(=O)CN(C)C(=O)c2c(C)nn(-c3ccccc3)c2Cl)c1
44	CC(=O)c1cccc(OCC(O)CNCCc2ccc(Cl)cc2)c1 (configuration not stated)
45	CCc1cc2c(=O)c(-c3nc4ccccc4n3C)c(C)oc2c(CN2CCN(C)CC2)c1O
46	CC(=O)N1c2ccccc2C2(O)N=C(C)SC12 (configuration not stated)
47	NC(=O)C1CCN(C2=C(NS(=O)(=O)c3ccc(Cl)cc3)C(=O)c3ccccc3C2=O)CC1
48	CCOc1ccc(-c2nnc(SCC(=O)c3ccc(F)cc3)n2-c2ccccc2)cc1
screen / no.,41,42,43,44,45,46,47,48
AMA1 RON2 block,5%,-4%,-6%,-27%,.,4%,?,.
Tb PYK inh,-8%,-32%,2%,-6%,.,13µM*,-2%,5%
AmpC inh detg,5%,-5%,-9%,-2%,-6%,4%,-1%,1%
HCMV inh,8,-17,-12,46,.,.,?,-29
AmpC no deterg,75%[activator],-20%,4%,-1%,20%,-17%,80%[activator],.
LmPK inh,-3%,-1%,.,1%,1%,17%,-17%,.
HCV inh,-7%,4%,?,-16%,4%,12%,16%,.

49	O=C(c1ccccc1Br)N(Cc1ccco1)C1CCS(=O)(=O)C1 (configuration not stated)
50	COc1ccc(CNC(=O)CSc2nnc(-c3cccnc3)n2N)cc1
51	CSc1nc(N)nc(SCC(=O)CC(=O)OC(C)C)c1C#N
52	CCN1CN(CCc2ccccc2)CNC1=S
53	CC(C)N(C(=O)CN1C(=O)NC2(CCCCCC2)C1=O)C(C)C
54	CC(=O)Nc1ccc(NC(=O)c2cc(S(=O)(=O)N3CCCCC3)ccc2C)cc1
55	Cc1noc(C)c1S(=O)(=O)N(C)C[C@H]1Oc2c(NC(=O)C3CCCCC3)cccc2C(=O)N([C@H](C)CO)C[C@@H]1C
56	N#CCC(=O)NNc1c([N+](=O)[O-])cc(C(F)(F)F)cc1[N+](=O)[O-]
screen / no.,49,50,51,52,53,54,55,56
AMA1 RON2 block,.,2%,-10%,9%,-11%,-1%,5%,8%
Tb PYK inh,-19%,-2%,4%,1%,-9%,-1%,3%,-20%
AmpC inh detg,1%,0%,3%,-7%,8%,-20%,.,6%
HCMV inh,35,?,-22,-16,0,3,-12,-13
AmpC no deterg,.,-31%,-13%,-22%,25%,-33%,224%[activator],-19%
LmPK inh,.,-1%,-3%,1%,8%,.,.,?
HCV inh,.,10%,-16%,3%,-5%,-6%,-8%,3%

Given field by field: entries from further up
53. CC(C)N(C(=O)CN1C(=O)NC2(CCCCCC2)C1=O)C(C)C
- AMA1 RON2 block: -11%
- Tb PYK inh: -9%
- AmpC inh detg: 8%
- HCMV inh: 0
- AmpC no deterg: 25%
- LmPK inh: 8%
- HCV inh: -5%
54. CC(=O)Nc1ccc(NC(=O)c2cc(S(=O)(=O)N3CCCCC3)ccc2C)cc1
- AMA1 RON2 block: -1%
- Tb PYK inh: -1%
- AmpC inh detg: -20%
- HCMV inh: 3
- AmpC no deterg: -33%
- LmPK inh: .
- HCV inh: -6%

Screening data deposited in PubChem BioAssay by National Center for Advancing Translational Sciences (NCATS).
